Bioassay records: PubChem, Broad Institute
IDH1 R132H inh: IDH1 R132H (human) inhibition; O75874; actives 0.18% (n = 70,000); IDH1 R132H reductase, diaphorase/resazurin fluorescence, 60 min; inhibition, % at 10 µM; in the data active means inhibition above about 34%;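 further: 0% = DMSO and 100% = no enzyme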
EZH2 inh: inhibitors of human EZH2/PRC2 methyltransferase | Q15910 | PRC2 H3K27 methylation, DELFIA TRF, 1 h | inhibition, % at 12.5 µM | actives 0.35% (n = 57,000) | AID 651548;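 active means mean inhibition of replicates at least 50% and every single replicate also reaching 50%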;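 further: dimethyl H3K27 on biotinylated H3 21-44 peptide detected by antibody; plate controls were median neutral control wells for no effect and median positive control wells for full effect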
Target sequence (Q15910 whole entry, looked up): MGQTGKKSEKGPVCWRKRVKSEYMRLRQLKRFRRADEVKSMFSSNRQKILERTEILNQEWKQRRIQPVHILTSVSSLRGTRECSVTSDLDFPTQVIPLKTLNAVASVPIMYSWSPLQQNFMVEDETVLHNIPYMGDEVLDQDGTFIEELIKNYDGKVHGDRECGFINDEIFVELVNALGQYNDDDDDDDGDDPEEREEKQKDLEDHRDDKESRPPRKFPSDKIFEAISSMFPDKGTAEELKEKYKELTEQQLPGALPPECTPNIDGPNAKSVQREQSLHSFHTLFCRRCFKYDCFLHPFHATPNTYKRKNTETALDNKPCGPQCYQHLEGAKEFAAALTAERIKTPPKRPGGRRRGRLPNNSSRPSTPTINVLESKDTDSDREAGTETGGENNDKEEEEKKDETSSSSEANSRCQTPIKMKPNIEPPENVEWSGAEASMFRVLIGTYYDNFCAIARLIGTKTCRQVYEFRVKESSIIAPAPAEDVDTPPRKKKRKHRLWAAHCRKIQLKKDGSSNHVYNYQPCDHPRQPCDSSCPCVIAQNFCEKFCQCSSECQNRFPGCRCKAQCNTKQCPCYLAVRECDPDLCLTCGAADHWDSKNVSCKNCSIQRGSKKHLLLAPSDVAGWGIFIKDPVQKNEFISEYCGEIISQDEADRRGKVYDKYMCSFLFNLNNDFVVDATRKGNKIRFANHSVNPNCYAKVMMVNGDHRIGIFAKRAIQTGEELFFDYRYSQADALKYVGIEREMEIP
* = called active by the depositor; . = not tested or not shown; & = joins results of further samples.

SMILES	IDH1 R132H inh	EZH2 inh
COc1ccc(NC(=O)N(C)C[C@H]2OCCCC[C@@H](C)Oc3ccc(NS(C)(=O)=O)cc3C(=O)N([C@@H](C)CO)C[C@@H]2C)cc1	1.8	.
COc1ccc(S(=O)(=O)N(C)C[C@@H]2Oc3cc(-c4ccccc4OC)ccc3S(=O)(=O)N([C@H](C)CO)C[C@H]2C)cc1	0.0	.
C[C@]12CCC(=O)C=C1CC[C@@H]1[C@@H]2C(=O)C[C@@]2(C)[C@H]1CC[C@]2(O)C(=O)CO	0.8	13
CC(=O)[C@@]1(O)CCC2C3CCC4=CC(=O)CC[C@]4(C)C3CC[C@@]21C (stereo partly specified)	-0.3	.
Cc1nnc(SCc2nc(N)nc(Nc3ccc4ccccc4c3)n2)s1	0.1	2
O=C(C[C@@H]1C[C@@H]2c3cc(NS(=O)(=O)c4ccc(F)cc4)ccc3O[C@@H]2[C@@H](CO)O1)NCc1ccccc1F	0.0	16
CCCC#Cc1ccc2c(c1)O[C@@H](CN(C)C(=O)C1CCCCC1)[C@@H](C)CN([C@@H](C)CO)S2(=O)=O	.	-22
CO[C@@H]1CN(C)C(=O)c2ccc(NC(=O)Nc3ccccc3F)cc2OC[C@@H](C)N(C)C[C@@H]1C	0.1	-26
C[C@@H]1CN([C@H](C)CO)S(=O)(=O)c2ccc(C#CCC3CCCC3)cc2O[C@@H]1CN(C)C(=O)CN(C)C	0.4	.
CO[C@@H]1CN(C)C(=O)c2ccc(NC(=O)NC(C)C)cc2OC[C@@H](C)N(C(=O)CC2CC2)C[C@@H]1C	0.0	-3
O=C(C[C@@H]1C=C[C@H](NS(=O)(=O)c2ccccc2F)[C@@H](CO)O1)NCCCN1CCOCC1	-0.2	5
CNC[C@H]1Oc2ncc(C#Cc3ccccc3F)cc2C(=O)N([C@H](C)CO)C[C@H]1C	0.5	2
C[C@H](CO)N1C[C@H](C)[C@H](CN(C)S(C)(=O)=O)Oc2c(NS(=O)(=O)c3cccs3)cccc2C1=O	-0.4	.
O=C(C[C@@H]1C=C[C@@H](NS(=O)(=O)c2ccccc2)[C@H](CO)O1)NCCN1CCCCC1	0.2	0
CC(=O)c1cccc(NC(=O)COc2ccccc2C(=O)Nc2ccccc2C#N)c1	-0.1	8
NC(=O)c1c(NC(=O)c2cnn3c(C(F)(F)F)cc(-c4cccs4)nc23)sc2c1CCCC2	0.1	0
C[C@@H]1CN([C@H](C)CO)C(=O)Cc2cc(NS(C)(=O)=O)ccc2O[C@H]1CN(C)C(=O)NC1CCCCC1	1.2	5
O=C(C[C@H]1C[C@@H]2c3cc(NC(=O)CC4CC4)ccc3O[C@@H]2[C@@H](CO)O1)NCC(F)(F)F	-0.6	10
C[C@@H]1CN([C@H](C)CO)C(=O)c2cc(-c3cncnc3)cnc2O[C@@H]1CN(C)C(=O)Cc1ccccc1	0.3	0
C[C@H]1CCCCO[C@@H](CN(C)C(=O)c2ccncc2)[C@@H](C)CN([C@@H](C)CO)C(=O)c2cc(NS(=O)(=O)c3ccccc3)ccc2O1	0.3	.
C[C@H](CO)N1C[C@H](C)[C@H](CN(C)Cc2ccc(-c3ccccc3)cc2)Oc2c(NC(=O)Nc3ccc4c(c3)OCO4)cccc2C1=O	-2.5	.
C[C@@H]1CN([C@H](C)CO)S(=O)(=O)c2ccc(/C=C/c3ccccc3)cc2O[C@@H]1CN(C)C(=O)NC1CCCCC1	-0.2	-9
CNC[C@H]1Oc2c(NS(=O)(=O)c3c(C)noc3C)cccc2C(=O)N([C@H](C)CO)C[C@H]1C	3.5	.
Cc1noc(C)c1S(=O)(=O)Nc1cccc2c1O[C@@H](CN(C)C(=O)Nc1cccc3ccccc13)[C@@H](C)CN([C@H](C)CO)C2=O	1.4	.
C[C@H](CO)N1C[C@H](C)[C@H](CN(C)C(=O)Nc2ccc3c(c2)OCO3)Oc2ccc(NS(=O)(=O)c3cccs3)cc2C1=O	0.8	.
C[C@H]1CN([C@@H](C)CO)C(=O)Cc2cc(NS(=O)(=O)c3cn(C)cn3)ccc2O[C@@H]1CN(C)C(=O)Nc1cccc2ccccc12	0.0	.
COC(=O)CNC(=O)c1cn(-c2ccccc2)nc1-c1cccc(Br)c1	-0.7	6
CO[C@@H](CN(C)Cc1ccc2c(c1)OCO2)[C@H](C)CN(C(=O)Nc1ccc(F)cc1)[C@@H](C)CO	-0.1	-17
C[C@H]1CN([C@@H](C)CO)C(=O)Cc2cc(NC(=O)C3CCCCC3)ccc2O[C@H]1CN(C)Cc1ccc2c(c1)OCO2	-0.1	.
COc1cccc(C(=O)Nc2ccc3c(c2)OC[C@@H](C)N(CC2CC2)C[C@@H](C)[C@H](OC)CN(C)C3=O)c1	-0.4	-33
O=C(C[C@@H]1CC[C@H](NC(=O)c2ccncc2)[C@H](CO)O1)NCC1CCCCC1	0.2	9
C[C@@H]1CN([C@@H](C)CO)C(=O)CCCn2nncc2CO[C@@H]1CN(C)S(=O)(=O)c1ccccc1	1.6	.
O=C(C[C@@H]1C=C[C@@H](NC(=O)Nc2ccc3c(c2)OCO3)[C@@H](CO)O1)NCc1ccc(Cl)cc1	-0.1	6
C[C@H]1CN([C@@H](C)CO)C(=O)c2cc(-c3ccccc3)cnc2O[C@@H]1CN(C)C(=O)c1ccccc1F	-1.5	1
Cc1ccc(-c2ccc3c(c2)O[C@H](CN(C)Cc2cccc(C(=O)O)c2)[C@H](C)CN([C@@H](C)CO)S3(=O)=O)cc1	0.5	15
CCCC#Cc1ccc2c(c1)O[C@@H](CN(C)C)[C@H](C)CN([C@@H](C)CO)S2(=O)=O	-0.1	1

7 records drawn at random from those above:
SMILES	IDH1 R132H inh	EZH2 inh
NC(=O)c1c(NC(=O)c2cnn3c(C(F)(F)F)cc(-c4cccs4)nc23)sc2c1CCCC2	0.1	0
CC(=O)[C@@]1(O)CCC2C3CCC4=CC(=O)CC[C@]4(C)C3CC[C@@]21C (stereo partly specified)	-0.3	.
CCCC#Cc1ccc2c(c1)O[C@@H](CN(C)C(=O)C1CCCCC1)[C@@H](C)CN([C@@H](C)CO)S2(=O)=O	.	-22
Cc1noc(C)c1S(=O)(=O)Nc1cccc2c1O[C@@H](CN(C)C(=O)Nc1cccc3ccccc13)[C@@H](C)CN([C@H](C)CO)C2=O	1.4	.
Cc1ccc(-c2ccc3c(c2)O[C@H](CN(C)Cc2cccc(C(=O)O)c2)[C@H](C)CN([C@@H](C)CO)S3(=O)=O)cc1	0.5	15
CO[C@@H]1CN(C)C(=O)c2ccc(NC(=O)Nc3ccccc3F)cc2OC[C@@H](C)N(C)C[C@@H]1C	0.1	-26
C[C@H](CO)N1C[C@H](C)[C@H](CN(C)C(=O)Nc2ccc3c(c2)OCO3)Oc2ccc(NS(=O)(=O)c3cccs3)cc2C1=O	0.8	.

Entries of single compounds as entered above. Values in the order: IDH1 R132H inh, EZH2 inh
`O=C(C[C@@H]1C=C[C@@H](NS(=O)(=O)c2ccccc2)[C@H](CO)O1)NCCN1CCCCC1` in the list: 0.2, 0
`C[C@@H]1CN([C@H](C)CO)C(=O)c2cc(-c3cncnc3)cnc2O[C@@H]1CN(C)C(=O)Cc1ccccc1` in the list: 0.3, 0

(further entries)
SMILES	IDH1 R132H inh	EZH2 inh
Cc1ccc(S(=O)(=O)N(C)C[C@H]2Oc3ccc(NC(=O)CCCN(C)C)cc3C(=O)N([C@H](C)CO)C[C@H]2C)cc1	-0.3	-19
CN1CCN(C(=O)C[C@H]2C[C@@H]3c4cc(NC(=O)CC5CC5)ccc4O[C@@H]3[C@H](CO)O2)CC1	0.0	-28
COc1cc(C2c3c(oc4ccc(Cl)cc4c3=O)C(=O)N2Cc2ccco2)cc(Br)c1O (stereo unspecified)	-0.3	0
CO[C@@H]1CN(C)C(=O)c2cc(NC(C)=O)ccc2OC[C@@H](C)N(C(=O)c2ccccc2F)C[C@@H]1C	-0.5	2
CC(C)NC(=O)Nc1ccc2c(c1)CC(=O)N([C@@H](C)CO)C[C@@H](C)[C@H](CN(C)Cc1ccc(Cl)c(Cl)c1)O2	-1.8	.
COc1ccc(NC(=O)C(=O)NCC(=O)Nc2ccc(C)cc2)cc1	2.7	-14
C[C@@H]1CN([C@@H](C)CO)C(=O)c2cc(-c3cccc(C(=O)N(C)C)c3)cnc2O[C@H]1CN(C)C(=O)Cc1ccccn1	-0.1	5
C[C@H]1CN([C@@H](C)CO)S(=O)(=O)c2ccc(-c3ccccc3)cc2O[C@@H]1CN(C)C(=O)CC1CC1	-0.1	.
Cc1ccc(N(C(C)C(=O)Nc2ccccc2Br)S(C)(=O)=O)cc1C (stereo unspecified)	-0.4	-7
O=C(C[C@H]1C[C@H]2c3cc(NC(=O)CC4CC4)ccc3O[C@H]2[C@H](CO)O1)NCc1ccccn1	-0.1	17
COC(=O)c1ccccc1NC(=O)COc1cc(C)c(Br)cc1C	-0.2	4
COc1ccccc1OCC(=O)Nc1cccc(N(C)S(C)(=O)=O)c1	0.2	8
C[C@H](CO)N1C[C@H](C)[C@@H](CN(C)S(=O)(=O)c2ccc(F)cc2)Oc2ccc(NS(C)(=O)=O)cc2CC1=O	-0.1	.
CC1(C)Cc2c(c(N3CCOCC3)nc3sc(C(=O)O)cc23)CO1	-0.4	2
COc1ccc(OC)c(S(=O)(=O)N(C)CC(=O)N2CCN(c3ccccc3F)CC2)c1	0.0	-27
C[C@@H]1CN([C@H](C)CO)C(=O)c2cc(NS(=O)(=O)c3ccc(F)cc3)ccc2O[C@H]1CN(C)Cc1ccncc1	-0.2	21
COc1cccc(-c2cn(CC[C@@H]3CC[C@H](NS(=O)(=O)Cc4ccccc4)[C@H](CO)O3)nn2)c1	-1.1	-7
Cc1cc(S(=O)(=O)NCC2CCN(C(=O)OC(C)(C)C)CC2)c(C)o1	-0.2	4
CC(C)NC(=O)Nc1ccc2c(c1)C(=O)N([C@@H](C)CO)C[C@@H](C)[C@H](CN(C)Cc1ccncc1)OCCCC[C@@H](C)O2	.	7
C[C@@H]1CN([C@H](C)CO)C(=O)Cc2cc(NS(C)(=O)=O)ccc2O[C@@H]1CN(C)Cc1ccc(C(=O)O)cc1	6.1	.
COc1ccc(S(=O)(=O)N(C)C[C@H]2Oc3c(NC(=O)Nc4c(C)noc4C)cccc3C(=O)N([C@H](C)CO)C[C@@H]2C)cc1	2.8	.
Cc1ccc2nc(SCC(=O)Nc3ccc4c(c3)OCCO4)[nH]c2c1	-0.3	-9
CO[C@H]1CN(C)C(=O)c2cc(NC(C)=O)ccc2OC[C@H](C)N(Cc2ccccc2F)C[C@@H]1C	0.3	3
O=C(CSc1nnc(-c2ccco2)o1)Nc1cccc(Cl)c1	0.0	5
C[C@@H]1CN([C@@H](C)CO)C(=O)c2cc(NC(=O)Nc3cccc4ccccc34)ccc2O[C@@H]1CN(C)S(=O)(=O)c1cccs1	0.2	.
C[C@H](CO)N1C[C@H](C)[C@@H](CN(C)C(=O)c2ccccc2)OCCCC[C@H](C)Oc2ccc(NS(=O)(=O)c3ccccc3)cc2C1=O	1.3	.
CCC(=O)Nc1ccc2c(c1)C(=O)N(C)C[C@H](OC)[C@@H](C)CN(C(=O)c1cccnc1)[C@H](C)CO2	-0.1	5
C[C@H]1CN([C@@H](C)CO)C(=O)c2cccc(N(C)C)c2O[C@H]1CN(C)C(=O)NC1CCCCC1	1.0	-9
Cc1ccc(S(=O)(=O)N(C)C[C@H]2Oc3ccc(NC(=O)CCC(F)(F)F)cc3CC(=O)N([C@H](C)CO)C[C@H]2C)cc1	.	-16
C[C@@H]1CN([C@@H](C)CO)C(=O)CCCn2nncc2CO[C@H]1CN(C)Cc1ccc(Oc2ccccc2)cc1	-2.4	.
CO[C@H](CN(C)S(=O)(=O)c1cn(C)cn1)[C@@H](C)CN(C(=O)Nc1ccc(F)cc1)[C@@H](C)CO	0.6	-5
Cc1cc(C)c2oc(-c3ccc(C)c(NC(=O)COc4ccc(Cl)cc4)c3)nc2c1	-0.1	-6
CC(=O)c1cccc(NC(=O)NCc2cccnc2)c1	0.2	-9
COc1ccccc1-n1nnnc1SCC(=O)Nc1ccccc1C	-0.2	9
COc1ccc(-c2cnc3c(c2)C(=O)N([C@@H](C)CO)C[C@@H](C)[C@@H](CN(C)C(=O)C2CCC2)O3)cc1	.	0
C[C@H](CO)N1C[C@H](C)[C@H](CN(C)C)Oc2ncc(/C=C/c3ccccc3)cc2C1=O	0.6&-0.4	-15&-8
COc1ccc(S(=O)(=O)Nc2cccc3c2O[C@@H](CN(C)S(=O)(=O)c2cn(C)cn2)[C@H](C)CN([C@H](C)CO)C3=O)cc1	-3.7	.
Cc1noc(C)c1NC(=O)Nc1ccc2c(c1)C(=O)N([C@H](C)CO)C[C@@H](C)[C@H](CN(C)Cc1ccncc1)O2	.	7
COCCNC(=O)C[C@@H]1CC[C@H](NS(=O)(=O)c2ccc(C)cc2)[C@H](CO)O1	-0.3	6
CNC[C@@H]1Oc2ncc(C#Cc3ccccc3)cc2C(=O)N([C@H](C)CO)C[C@@H]1C	-0.6	.
CC(=O)N(C)C[C@@H]1Oc2cc(C#CC3CC3)ccc2S(=O)(=O)N([C@H](C)CO)C[C@H]1C	.	-2
C[C@@H]1CN([C@@H](C)CO)C(=O)c2cc(NC(=O)C3CCCCC3)ccc2O[C@@H](C)CCCCO[C@H]1CN(C)C(=O)NC1CCCCC1	0.9	.
COc1cccc(CNC(=O)C[C@@H]2CC[C@H](NC(=O)C3CCOCC3)[C@@H](CO)O2)c1	-0.2	-5
C[C@@H]1CN([C@@H](C)CO)S(=O)(=O)c2ccc(-c3ccncc3)cc2O[C@@H]1CN(C)C(=O)CC1CC1	7.1	7
COc1ccc(C#Cc2cnc3c(c2)C(=O)N([C@H](C)CO)C[C@@H](C)[C@H](CN(C)C(=O)CN(C)C)O3)cc1	.	-19&-27
C[C@H](CO)N1C[C@H](C)[C@H](CN(C)C(=O)CCN2CCCCC2)Oc2ncc(C#Cc3ccccn3)cc2C1=O	.	-3
CO[C@@H]1CN(C)C(=O)c2ccc(NS(=O)(=O)c3ccc(C)cc3)cc2OC[C@H](C)NC[C@H]1C	0.0	7
Cc1ccc(S(=O)(=O)N(C)C[C@@H]2Oc3ccc(NC(=O)CCC(F)(F)F)cc3CC(=O)N([C@H](C)CO)C[C@H]2C)cc1	0.4	-11

The list is partial, so the mix of outcomes need not match the whole.
